Bioassay records as filed in PubChem.
ABHD4 inh – ABHD4 inhibitors, primary screen, biochemical, fluorescence polarization, mouse. (Lyso)-N-acylphosphatidylethanolamine lipase (Mus musculus), Q8VD66. inhibition, % at 8.92 µM. 370,000 compounds, 0.54% hits. purified mABHD4, FP-Rh probe fluorescence polarization;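 active = inhibition exceeding the mean over every tested compound plus 3 SD, cut at about 30% in these data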;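 also: 0% = plate median of compound wells and 100% = S159A mutant with DMSO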
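Assay system: mouse ABHD4 enzyme, wild type / Also added: fluorescent activity-based probe FP-Rh / Doses: single nominal dose of 8.92 µM, 0.89% DMSO final / Timing: 45 min compound pre-incubation plus 60 min probe step, 25 °C / Signal: FP readout, ex 525 nm / em 598 nm / Control set: S159A mutant/DMSO as 100%, compound-well median as 0%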
DDE Tn7 FP inh – inhibitors of Tn7 peptide binding to fibrin DD(E), primary screen, biochemical, fluorescence polarization, human fibrin, Tn7 probe. 370,000 compounds, 0.13% hits. AID 720508, 2013. FP displacement of FITC-Tn7 peptide from fibrin DD(E); 0% = median of compound wells per plate. inhibition, % at 8.3 µM;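 active = inhibition above the mean of compounds falling within the control limits plus 3 SD of them, cut at about 14% in these data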;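 also: 0% = plate median of compound wells and 100% = 10 µM Aha-Tn7 peptide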
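Assay system: Human clot-derived fibrin DD(E) complex | Buffer or medium: Tris/NaCl/CaCl2 buffer, pH 7.8 | Repeats: One replicate per compound | Benchmarks: Aha-Tn7 high control | Measure: % inhibition scaled between sample-field median and high-control FP | Schedule: 10 min plus 3 h, room temperature | Signal: Fluorescence polarization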
TDP2 absorb – human TDP2 enzyme inhibitors, primary screen, biochemical, epi absorbance, recombinant enzyme | 370,000 compounds, 0.34% hits | T5PNP hydrolysis, p-nitrophenol absorbance 415 nm | Tyrosyl-DNA phosphodiesterase 2 (Homo sapiens), O95551 | inhibition, % at 12.8 µM;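 active = inhibition above the mean of all tested compounds plus 3 SD, set per campaign, cut at about 25% in these data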;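 also: 0% = DMSO with enzyme and 100% = buffer with substrate but no TDP2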
Target sequence (O95551 whole entry, looked up): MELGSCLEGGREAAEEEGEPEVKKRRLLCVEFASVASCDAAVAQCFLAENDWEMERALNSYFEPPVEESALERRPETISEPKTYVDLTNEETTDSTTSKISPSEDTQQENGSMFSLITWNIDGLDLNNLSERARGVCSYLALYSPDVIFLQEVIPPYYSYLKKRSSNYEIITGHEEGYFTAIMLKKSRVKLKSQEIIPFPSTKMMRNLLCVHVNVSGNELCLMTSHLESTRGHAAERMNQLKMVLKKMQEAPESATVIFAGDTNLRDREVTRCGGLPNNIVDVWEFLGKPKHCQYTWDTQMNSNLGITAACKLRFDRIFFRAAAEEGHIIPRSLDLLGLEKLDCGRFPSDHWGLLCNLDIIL
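Read-out basis: percent inhibition. System: recombinant human TDP2. Buffer or medium: Mg2+-containing Tris-HCl buffer, pH 7.5. Repeats: single replicate. Timing: reaction 2 h, 37 °C. Benchmarks: high control without enzyme, low control DMSO plus TDP2. Probe or stimulus: 5 mM T5PNP. Doses: 12.8 µM only. Measured by: epi absorbance of p-nitrophenol freed from T5PNP by hydrolysis.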
PG9 Ab binder – binders of HIV-1 gp120 antibody PG9, primary screen, biochemical, TR-FRET. TR-FRET gp120-PG9 antibody binding. inhibition, % at 6.7 µM. HIV-1 gp120 / PG9 antibody interaction. 360,000 compounds, 0.43% hits; in the data active = inhibition above about 8.5%
HTRA1 inh – HTRA1 serine protease inhibitors, primary screen, biochemical, fluorescence polarization, HTS; recombinant HTRA1, FP-rhodamine activity-based probe; AID 504803, 2011; 340,000 compounds, 0.5% hits; Q92743; inhibition, % at 5.96 µM; in the data active = inhibition above about 36%;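 also: 0% = enzyme with DMSO and 100% = wells lacking enzyme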
SIAE inh – human SIAE inhibitors, primary screen, biochemical, fluorescence polarization, FP-Rh probe, 1536-well HTS; AID 1053197, 2014; inhibition, % at 9.66 µM; 370,000 compounds, 0.69% hits; SIAE FP-Rh probe binding; Sialate O-acetylesterase (Homo sapiens), Q9HAT2;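 active = inhibition above a cutoff: mean of compounds within the control limits plus 3 SD of those, cut at about 17% in these data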;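 also: 0% = plate median of compound wells and 100% = probe without SIAE protein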
LEDGF integ inh – blockers of LEDGF/p75-dependent integrase strand transfer – biochemical, TR-FRET, high throughput, primary screen. 370,000 compounds, 0.64% hits. inhibition, % at 3.7 µM. TR-FRET IN-LEDGF/p75 DNA integration, Eu/Cy5;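 active = inhibition above the screen-wide mean plus 3 SD, cut at about 13% in these data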;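 also: signal is the Cy5 over europium emission ratio at 671 and 618 nm; 0% = plate median of compound wells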
UHRF1 binding – UHRF1 methylated DNA binding inhibitors, primary screen, counter-screen for MBD2 inhibitor project, biochemical, TR-FRET, human UHRF1, single concentration; 370,000 compounds, 0.75% hits; UHRF1 binding to methylated oligo; inhibition, % at 4.4 µM; E3 ubiquitin-protein ligase UHRF1 (Homo sapiens), Q96T88; in the data active = inhibition above about 21%;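 also: UHRF1 SRA domain binding a hemimethylated CpG hairpin DNA probe; 0% = median of test compound wells and 100% = reference inhibitor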
TCR-CD3 inh – inhibitors of human TCR-CD3 interaction, primary screen, biochemical, fluorescence, TAMRA-labeled TCR probe; T-cell receptor (TCR); inhibition, % at 9.4 µM; 360,000 compounds, 0.37% hits; AID 651800, 2012; in the data active = inhibition above about 19%;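 also: recombinant mutant TCR 2C K166C tagged with TAMRA read by polarization; 0% = receptor in buffer alone and 100% = receptor with positive control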
PRMT1 inh – PRMT1 methyltransferase inhibitors, primary screen, biochemical, fluorescence polarization | Protein arginine N-methyltransferase 1 (Homo sapiens), Q99873 | recombinant PRMT1, activity-based probe fluorescence polarization | inhibition, % at 2.79 µM | 370,000 compounds, 1.3% hits;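 active = inhibition above about 21% made by adding two undisclosed values, limit read from the data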
Target sequence (Q99873 whole entry, looked up): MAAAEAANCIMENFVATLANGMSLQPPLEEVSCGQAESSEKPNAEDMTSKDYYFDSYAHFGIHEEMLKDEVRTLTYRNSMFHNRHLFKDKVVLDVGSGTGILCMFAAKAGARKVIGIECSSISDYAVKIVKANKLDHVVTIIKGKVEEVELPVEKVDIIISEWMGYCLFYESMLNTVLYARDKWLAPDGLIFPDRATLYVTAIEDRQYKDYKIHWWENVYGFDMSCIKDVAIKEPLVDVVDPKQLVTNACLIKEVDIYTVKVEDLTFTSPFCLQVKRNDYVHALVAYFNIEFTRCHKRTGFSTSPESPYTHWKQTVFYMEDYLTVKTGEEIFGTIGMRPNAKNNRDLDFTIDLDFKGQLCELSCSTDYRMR
The depositor's hits bear a star; nt = not tested or not shown.

A first look, 2 compounds:
SMILES	ABHD4 inh	DDE Tn7 FP inh	TDP2 absorb	PG9 Ab binder	HTRA1 inh	SIAE inh	LEDGF integ inh	UHRF1 binding	TCR-CD3 inh	PRMT1 inh
COCCn1c(C)cc(/C=C(\C#N)C(=O)OCC(=O)N(C)c2c(N)n(Cc3ccccc3)c(=O)[nH]c2=O)c1C	0.4	1.4	6.7	-0.7	4.4	3.4	-3.4	-2.0	-9.3	2.0
Nc1ccccc1SC1CC(=O)N(c2ccccc2Cl)C1=O (centres undefined)	0.7	1.9	-3.5	-1.3	-1.2	-1.6	-0.6	17.6	1.2	0.8

All compounds of this part (from the top)
SMILES	ABHD4 inh	DDE Tn7 FP inh	TDP2 absorb	PG9 Ab binder	HTRA1 inh	SIAE inh	LEDGF integ inh	UHRF1 binding	TCR-CD3 inh	PRMT1 inh
COCCn1c(C)cc(/C=C(\C#N)C(=O)OCC(=O)N(C)c2c(N)n(Cc3ccccc3)c(=O)[nH]c2=O)c1C	0.4	1.4	6.7	-0.7	4.4	3.4	-3.4	-2.0	-9.3	2.0
Nc1ccccc1SC1CC(=O)N(c2ccccc2Cl)C1=O (centres undefined)	0.7	1.9	-3.5	-1.3	-1.2	-1.6	-0.6	17.6	1.2	0.8
COCCn1nnnc1CN(Cc1cc2cc(OC)c(OC)cc2[nH]c1=O)C1CCCC1	5.6	2.6	15.7	-0.6	5.7	0.6	-4.9	-0.7	-2.0	7.0
O=C(c1cc(Cl)cc(Cl)c1)N1CCC(=O)N([C@H](COCc2ccccc2)Cc2ccccc2)CC1	-5.7	5.4	3.3	-0.4	nt	-1.6	3.7	3.9	-0.9	-4.8
Nc1nccc(-c2cc(-c3ccc(Cl)cc3Cl)no2)n1	-1.6	1.2	8.1	-0.8	-1.7	-15.9	0.3	6.3	2.6	1.1
O=C(NS(=O)(=O)c1ccccc1)c1ccccc1O	2.6	-1.7	-0.9	-2.4	0.7	0.2	2.3	1.9	6.6	-0.4
O=C(N[C@H](C(=O)N1CCC[C@H]1C(=O)NCCc1ccccc1Cl)c1ccccc1)c1ccc(Cl)cc1Cl	0.8	-2.8	-4.1	0.0	nt	-9.0	-0.4	1.0	5.7	-1.0
CC1(c2ccccc2)NC(=O)N(CC(=O)N2CCOCC2)C1=O (centres undefined)	-2.5	0.1	-28.3	-1.2	1.7	-11.1	0.7	2.8	1.3	-2.9
CC(C)n1c(O)c(N=NC(=O)Cc2csc(N3CCOCC3)n2)c2ccccc21	-1.5	-4.7	2.2	-2.8	5.3	2.0	5.3	-3.9	-2.5	-2.4
Cc1cccc(-n2nc3c(c2NC(=O)c2ccc4c(c2)OCO4)CS(=O)(=O)C3)c1C	4.1	2.2	7.2	-1.4	-2.4	3.5	0.8	-1.1	1.1	-1.3
O=C(O)[C@H]1CCCC[C@H]1C(=O)NCCNC(=O)[C@@H]1CCCC[C@@H]1C(=O)O	1.5	-6.9	-4.7	-0.4	2.6	-0.1	0.5	-1.9	8.3	-4.5
COc1cnc(-c2cccc(C(F)(F)F)c2)nc1OC	2.7	5.0	5.5	1.1	-2.0	-0.2	-2.3	-0.3	-8.7	-1.5
CCC/C(=N\NC(=O)Cc1csc(N2CCOCC2)n1)c1ccccc1	3.5	0.3	1.9	-0.1	3.0	-0.9	-2.0	2.5	1.4	-1.3
COc1ccc(C(c2nnnn2Cc2ccccc2)N2CCN(C(=O)c3ccco3)CC2)cc1OC (centres undefined)	1.2	7.0	7.4	-0.5	-0.5	2.5	3.2	2.3	5.3	0.5
COC(=O)C(C(=O)OC)[C@H]1C=C[C@@H](C(=O)NS(=O)(=O)c2ccc(C)cc2)N(C(C)=O)C1	6.7	-7.0	-4.2	nt	nt	1.9	0.3	4.9	nt	6.2
Cc1ccc(NC(=O)COC(=O)c2c(-c3ccccc3)noc2C)c(C)c1	-8.5	-3.0	-16.9	-2.3	-0.9	-1.8	7.8	1.3	-1.4	-0.6
COCC1CCN(Cc2cn[nH]c2-c2ccc(OC)c(F)c2)C1 (centres undefined)	4.3	-0.9	23.6	-1.4	2.3	12.6	1.7	0.6	-0.3	-7.7
CN(C)CCNC(=O)c1ccc(-c2cn3c(-c4ccc(Oc5ccccc5)cc4)cnc3cn2)cc1	-11.5	0.4	9.8	-1.2	nt	0.9	-0.7	-3.9	-7.8	-3.3
COc1ccc([C@H]2CC(=O)C[C@@H](CCn3cc(CC4CCCC4)nn3)O2)cc1	0.2	5.3	6.3	-1.6	nt	-0.4	-1.4	-2.2	2.7	-2.0
O=C(CCc1ccccc1)NN1C(=O)C2C3C=CC(C3)C2C1=O (centres undefined)	2.3	-5.5	11.0	-1.4	1.2	6.3	1.6	0.5	3.5	-3.3
Cc1cc(C)n(C(=O)c2ccc(S(=O)(=O)N3CCCC3)cc2)n1	6.5	4.5	-5.1	-1.7	5.2	13.7	-1.5	-0.2	-5.3	0.3
CCn1c(N)c(C(=O)NCCOC)sc1=S	2.9	6.3	-4.2	-1.7	3.7	0.9	-0.2	-2.5	5.6	8.6
COc1ccc(C(=O)NC(=S)NNC(=O)c2ccc(NC(=O)C(C)C)cc2)cc1	-17.1	4.7	-8.7	-0.1	3.0	-1.2	-4.4	-1.1	3.2	2.9
O=C(O)c1c(-c2ccccc2)cnc2ccccc12	3.4	2.5	-8.7	-2.6	4.8	0.4	-1.0	-1.7	5.7	-1.2

A draw from above in order of molar mass, low to high:
SMILES	ABHD4 inh	DDE Tn7 FP inh	TDP2 absorb	PG9 Ab binder	HTRA1 inh	SIAE inh	LEDGF integ inh	UHRF1 binding	TCR-CD3 inh	PRMT1 inh
O=C(O)c1c(-c2ccccc2)cnc2ccccc12	3.4	2.5	-8.7	-2.6	4.8	0.4	-1.0	-1.7	5.7	-1.2
O=C(NS(=O)(=O)c1ccccc1)c1ccccc1O	2.6	-1.7	-0.9	-2.4	0.7	0.2	2.3	1.9	6.6	-0.4
COc1cnc(-c2cccc(C(F)(F)F)c2)nc1OC	2.7	5.0	5.5	1.1	-2.0	-0.2	-2.3	-0.3	-8.7	-1.5
O=C(CCc1ccccc1)NN1C(=O)C2C3C=CC(C3)C2C1=O (centres undefined)	2.3	-5.5	11.0	-1.4	1.2	6.3	1.6	0.5	3.5	-3.3
Cc1cc(C)n(C(=O)c2ccc(S(=O)(=O)N3CCCC3)cc2)n1	6.5	4.5	-5.1	-1.7	5.2	13.7	-1.5	-0.2	-5.3	0.3
CCC/C(=N\NC(=O)Cc1csc(N2CCOCC2)n1)c1ccccc1	3.5	0.3	1.9	-0.1	3.0	-0.9	-2.0	2.5	1.4	-1.3
COCCn1nnnc1CN(Cc1cc2cc(OC)c(OC)cc2[nH]c1=O)C1CCCC1	5.6	2.6	15.7	-0.6	5.7	0.6	-4.9	-0.7	-2.0	7.0
COC(=O)C(C(=O)OC)[C@H]1C=C[C@@H](C(=O)NS(=O)(=O)c2ccc(C)cc2)N(C(C)=O)C1	6.7	-7.0	-4.2	nt	nt	1.9	0.3	4.9	nt	6.2
CN(C)CCNC(=O)c1ccc(-c2cn3c(-c4ccc(Oc5ccccc5)cc4)cnc3cn2)cc1	-11.5	0.4	9.8	-1.2	nt	0.9	-0.7	-3.9	-7.8	-3.3
O=C(c1cc(Cl)cc(Cl)c1)N1CCC(=O)N([C@H](COCc2ccccc2)Cc2ccccc2)CC1	-5.7	5.4	3.3	-0.4	nt	-1.6	3.7	3.9	-0.9	-4.8
COCCn1c(C)cc(/C=C(\C#N)C(=O)OCC(=O)N(C)c2c(N)n(Cc3ccccc3)c(=O)[nH]c2=O)c1C	0.4	1.4	6.7	-0.7	4.4	3.4	-3.4	-2.0	-9.3	2.0

Random draw from the library; any-hit rate near 4.2%.
